# Screens (PubChem)
# NOD2 inhibition = inhibition of NOD2-driven NF-kB reporter – cell-based, luminescence, uHTS, HEK293 (AID 1566); HEK293 NOD2/NF-kB luciferase reporter, luminescence; higher % means a stronger effect; inhibition, % at 4 µM, or EC50 in µM where a hit was titrated; hit rate 0.63% among 290,000; note: many of its hits are not listed in these tables
# NS5 inhibitors = flavivirus cap methylation enzyme inhibition – biochemical, confirmation dose response, primary screen (AID 588689); Dengue-2 NS5 methyltransferase capping enzyme assay, biochemical; higher % means a stronger effect; one-dose inhibition, % at 25 µM; IC50 in µM for titrated hits; hit rate 0.3% among 340,000; in the data active = a potency from the dose series; inconclusive = inhibition above about 29% without an active follow-up result
# KOR beta-arrestin-1 = KOR agonists, beta-arrestin recruitment, primary screen, cell-based, luminescence, uHTS (AID 1777); KOR beta-arrestin recruitment, luminescence; higher % means a stronger effect; one-dose activation, % at 10 µM; EC50 in µM for titrated hits; hit rate 0.02% among 280,000; in the data active = activation above about 50%, passing the limit was not always enough; note: a part of the inactive calls stands beside numbers as strong as those of hits
# HIV fusion peptide = inhibitors of HIV fusion peptide binding, primary screen, biochemical, uHTS, fluorescence dequenching (AID 1986); cell-free peptide binding, fluorescence dequenching, 30 min; higher % means a stronger effect; inhibition, % at 20 µM, or IC50 in µM where a hit was titrated; hit rate 0.3% among 290,000; in the data active = inhibition mostly above about 52%, no sharp cut-off; inactive = mostly below about 76%; note: some results filed as inactive read as strong as hits
# KOR beta-arrestin-2 = kappa opioid receptor blockers – cell-based, luminescence, uHTS (AID 1778) | KOR beta-arrestin recruitment, luminescence, antagonist mode; higher % means a stronger effect | inhibition, % at 10 µM; hits with a dose series show IC50 in µM | hit rate 0.091% among 290,000; note: strong numbers were not always called active
# NOD1 NF-kB reporter = NOD1 signaling inhibitors, primary screen, cell-based, luminescence, uHTS (AID 1578). NOD1-driven NF-kB luciferase reporter cells, luminescence; higher % means a stronger effect. hit rate 1% among 290,000. one-dose inhibition, % at 4 µM; EC50 in µM for titrated hits; in the data active = inhibition mostly above about 36%, no sharp cut-off; inactive = mostly below about 34%;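 note: HEK-293T reporter cells stimulated with the NOD1 agonist gamma-tri-DAP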
# West Nile antiviral = inhibition of WNV-induced cytopathic effect – cell-based, CPE readout (AID 1621). West Nile virus-infected cells, CPE inhibition; higher % means a stronger effect. one-dose CPE inhibition, % at 10 µM; IC50 in µM for titrated hits. hit rate 0.02% among 290,000; in the data active = a potency from the dose series; inconclusive = CPE inhibition mostly from about 3.7% at the one dose, without a potency; inactive = the rest, 99 in 100 with CPE inhibition below about 2.2%; note: strong numbers were not always called active
# Yfh1-off respiration = mitochondrial function rescue without frataxin homolog – Friedreich's ataxia, plus single-dose screen, dose response (AID 1465); S. cerevisiae Yfh1-off respiration, WST-1 reduction, 72 h; higher fold induction means a stronger effect; fold induction at 50 µM, or EC50 in µM where a hit was titrated; hit rate 0.074% among 220,000;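 active = fold induction of absorbance versus untreated yeast above a set limit, then at least 30% activation at any dose in follow-up; inconclusive = repeats straddling the limit, or above it without dose testing; inactive = fold induction below the set limit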;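 note: activators that raise dye reduction in frataxin-depleted yeast; strong numbers were not always called active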
# AID2073 = inhibitors of Mint1-CaV2.2 protein interaction, biochemical, HTRF (AID 2073); hit rate 0.19% among 290,000; inhibition, % at 20 µM; hits with a dose series show IC50 in µM; HTRF protein-protein interaction, Mint1-CaV2.2; higher % means a stronger effect; in the data active = inhibition mostly above about 51%, no sharp cut-off; inconclusive = no clear call, values can overlap the other calls; inactive = mostly below about 53%; note: some results filed as inactive read as strong as hits
# NS5 inhibitors pilot replicate = recorded beside NS5 inhibitors, whose call it bears; inhibition, %; measured here: pilot screen replicate inhibition
# * hit, by the source's call; i = inactive; ? = inconclusive; . = no result given; [ ] = another dose, or the depositor's remark. Cut-off read from the data, not from the text of the source, unless noted: active = inhibition above about 50%; inactive = the rest. Not all compounds are listed; count on the stated rates, not on these rows.
SMILES,NOD2 inhibition,NS5 inhibitors,KOR beta-arrestin-1,HIV fusion peptide,KOR beta-arrestin-2,NOD1 NF-kB reporter,West Nile antiviral,Yfh1-off respiration,AID2073,others
CC(NC(=O)C(NC(=O)C(Cc1c[nH]c2ccccc12)NC(=O)OC(C)(C)C)C(C)C)C(N)=O (configuration not stated),3%,-9%,-4.7%,2.7%,6%,-26%,0.1%,i,7%,
COc1ccccc1NC(=O)COc1ccc(/C=N/NC(=O)CSCc2ccc(Cl)cc2)cc1,-2%,-4%,2.1%,-2.3%,-40%,11%,.,.,0%,
CCOc1cccc(-c2c(C(=O)N/N=C(\C)c3cccnc3)nnn2-c2nonc2N)c1,14%,-7%,2.8%,-0.5%,-18%,2%,-0.2%,.,10%,
COc1ccc(-c2[nH]ncc2CN(C)C(C)c2ccon2)c(OC)c1 (configuration not stated),9%,-4%,2.7%,0.8%,-20%,5%,-0.4%,i,17%,
O=C(NC1CC1)C1=C[C@H](C2CCCCC2)C[C@H](OCc2ccc(CO)cc2)O1,6%,0%,3.1%,0.4%,-4%,-41%,-0.2%,i,3%,
COc1ccc(/C(O)=C2/C(=O)C(=O)N(Cc3cccnc3)C2c2ccco2)cc1OC (configuration not stated),-3%,4%,3.6%,2.4%,-20%,6%,-0.3%,i,-2%,
CCOC(=O)N1CCN(C(=O)CSc2nc3ccccc3c(=O)n2-c2ccccc2)CC1,9%,.,.,-1.1%,-12%,-11%,-0.2%,i,?,
NC(=O)CC1C(=O)N(c2ccc(F)cc2)C(=O)N1NC(=O)CCc1ccccc1 (configuration not stated),9%,-3%,-2.6%,-0.3%,5%[20 µM],-19%,1.5%,i,18%,
CC(C)(C)NC(=O)CSC(=Nc1ccc(F)cc1)NC#N,12%,-17%,-2.3%,-0.5%,20%,4%,-0.4%,i,-34%,
Cc1cccc(Oc2sc(C(=O)c3ccccc3)c(N)c2C#N)c1,-28%,-10%,-1.0%,3.7%,4%,60%,1.1%,i,24%,
NC(=O)CC(c1ccccc1)c1ccco1 (configuration not stated),5%,5%,4.6%,-1.3%,-5%,1%,0.3%,i,-3%,
COc1cc(OC)c(NC(=O)CC(=O)Nc2cc(Cl)c(OC)cc2OC)cc1Cl,17%,.,34%,0.8%,-62%[20 µM],39%,-0.8%,.,26%,
Cc1cc(NC(=O)CCC(=O)N(Cc2cccs2)C(C(=O)NC2CCCC2)c2ccncc2)no1 (configuration not stated),10%,-8%,0.0%,1.8%,12%,3%,0.3%,i,-7%,
Cc1cc(NC(=O)CN2CC3CC(C2)c2cccc(=O)n2C3)nc2c1c(=O)oc1ccccc12 (configuration not stated),-4%,.,-1.7%,4.0%,-9%,-11%,.,.,4%,
Cn1nc([N+](=O)[O-])nc1Sc1nnnn1-c1cccc(C(=O)O)c1,8%,-14%,6.8%,-2.7%,-11%,9%,0.3%,i,-6%,
Cc1nn2c(=O)cc(CSc3ccccc3NC(=O)c3ccccc3F)nc2s1,-3%,0%,2.4%,0.5%,-51%,-14%,-0.5%,.,-4%,
CC1=C/C(=N\NC(=S)NCCc2ccccc2)CC(C)(C)C1,-28%,-13%,-0.1%,1.0%,-16%,-43%,0.8%,i,-10%,
COCCNC(=O)CSc1nc2ccccc2c(=O)n1CCCC(=O)NCc1ccccc1,8%,0%,-3.6%,3.9%,25%,-24%,0.3%,i,0%,
CC(C)Cn1nc(NC(=O)C(C)(C)C)c2cc3ccccc3nc21,5%,-2%,1.4%,2.3%,-27%,-11%,0.7%,i,9%,
Cc1ccc(Nc2nc(CSc3nnc(-c4cccs4)o3)cs2)cc1,-10%,-6%,-2.0%,1.7%,18%,-22%,0.1%,i,-4%,
O=C(Nc1ccccc1)c1cc([N+](=O)[O-])ccc1NCc1cccnc1,-25%,-14%,2.5%,-0.6%,34%,-19%,-0.8%,i,-1%,
O=C(Nc1ccc2c(c1)OCCO2)C1CCN(S(=O)(=O)c2ccc3c(c2)OCCO3)CC1,15%,-3%,6.3%,2.2%,-12%,-9%,-0.9%,i,-2%,
CCc1cc(C)cc(OCCNC(=O)c2ncn[nH]2)c1,6%,-3%,-1.7%,-0.9%,28%,-21%,0.7%,i,3%,
Cc1ccccc1C(=O)NNC(=O)C(=O)Nc1cccc(Cl)c1C,-10%,-3%,-0.1%,8.3%,-21%,21%,0.7%,i,-6%,

# A stretch of the results above:
SMILES,NOD2 inhibition,NS5 inhibitors,KOR beta-arrestin-1,HIV fusion peptide,KOR beta-arrestin-2,NOD1 NF-kB reporter,West Nile antiviral,Yfh1-off respiration,AID2073,others
O=C(Nc1ccccc1)c1cc([N+](=O)[O-])ccc1NCc1cccnc1,-25%,-14%,2.5%,-0.6%,34%,-19%,-0.8%,i,-1%,
O=C(Nc1ccc2c(c1)OCCO2)C1CCN(S(=O)(=O)c2ccc3c(c2)OCCO3)CC1,15%,-3%,6.3%,2.2%,-12%,-9%,-0.9%,i,-2%,
CCc1cc(C)cc(OCCNC(=O)c2ncn[nH]2)c1,6%,-3%,-1.7%,-0.9%,28%,-21%,0.7%,i,3%,
Cc1ccccc1C(=O)NNC(=O)C(=O)Nc1cccc(Cl)c1C,-10%,-3%,-0.1%,8.3%,-21%,21%,0.7%,i,-6%,

# Next part:
SMILES,NOD2 inhibition,NS5 inhibitors,KOR beta-arrestin-1,HIV fusion peptide,KOR beta-arrestin-2,NOD1 NF-kB reporter,West Nile antiviral,Yfh1-off respiration,AID2073,others
CCCNC(=O)CCC(NS(=O)(=O)c1ccc(C)cc1)C(=O)NCCC (configuration not stated),7%,2%,-3.3%,-0.7%,36%,-17%,-0.4%,i,5%,
Cc1nn(-c2ccccc2)c(C)c1NC(=O)COC(=O)c1ccccc1OC(F)F,1%,-1%,-3.9%,-0.4%,15%,-6%,-0.2%,.,8%,
CCCCOC(=O)c1ccc(NC(=O)c2ccoc2C)cc1,-28%,-11%,-1.9%,4.5%,0%,-24%,1.2%,i,-5%,NS5 inhibitors pilot replicate=1.5
Cc1[nH]nc2c1C1(C(=O)Nc3ccc([N+](=O)[O-])cc31)C(C#N)=C(N)O2 (configuration not stated),-1%,-1%,2.7%,0.1%,-4%,12%,-0.8%,i,1%,NS5 inhibitors pilot replicate=2.4
O=c1cc(-c2ccc(O)cc2)oc2c([C@@H]3O[C@H](CO)[C@@H](O)[C@H](O)[C@H]3O)c(O)c([C@@H]3O[C@H](CO)[C@@H](O)[C@H](O)[C@H]3O)c(O)c12,12%,-4%,-0.3%,9.6%,21%,2%,0.4%,i,-8%,
COCCNC(=O)c1c[nH]c2ccc(S(=O)(=O)Nc3ccc(F)cc3F)cc2c1=O,11%,-5%,1.9%,0.8%,4%,-3%,0.2%,.,13%,
COc1ccccc1Oc1ccc(NC(=O)c2ccc(Cl)cc2)cc1,15%,-2%,0.8%,0.6%,-13%,-30%,-0.7%,i,7%,
S=c1nc[nH]c2c1sc1nc(N3CCOCC3)c3c(c12)CCCC3,10%,-5%,-2.1%,10%,-10%,18%,1.2%,i,42%,
COC(=O)[C@H](C)NC(=O)NC(C)CCc1ccccc1 (some centres not stated),5%,-5%,-6.7%,0.9%,21%,-10%,0.9%,i,9%,
CCN(Cc1ccccc1)S(=O)(=O)c1ccc(F)cc1,2%,-8%,-1.1%,1.0%,-38%[20 µM],-22%,-0.7%,.,12%,NS5 inhibitors pilot replicate=-6.4
O=C(Nc1ccccc1N1CCN(C(=O)c2ccc(Cl)cc2)CC1)c1ccc(Br)cc1,-4%,-1%,-2.9%,0.6%,-5%,1%,0.0%,i,16%,
COCCNc1cc(NCCOC)c([N+](=O)[O-])cc1[N+](=O)[O-],15%,-12%,-1.3%,-2.0%,-16%,-35%,0.1%,i,-3%,
Cc1cc(NC(=O)COC(=O)C2CCN(S(=O)(=O)c3c(Cl)cccc3Cl)CC2)no1,-1%,-8%,1.4%,-1.7%,12%,-5%,0.4%,i,0%,
O=C(C1CCCCC1)N1CCC(n2nnc3ccccc32)CC1,6%,-2%,-1.0%,2.4%,29%,-34%,-1.4%,i,1%,
COC(=O)c1c(SCc2cccc3ccccc23)nc(=O)[nH]c1C,26%,-8%,9.8%,1.0%,4%,12%,-0.2%,i,-2%,
COc1cccc(CNC(=O)C2CCC(CNS(=O)(=O)c3cccc4nsnc34)CC2)c1 (configuration not stated),-27%,-6%,-9.3%,-1.7%,42%,10%,-0.1%,i,48%,
CCCn1c(SCC(=O)Nc2nnc(CC)s2)nc2c1c(=O)n(C)c(=O)n2C,12%,.,-2.3%,1.0%,-26%,-8%,.,.,1%,
CC(C)Cc1nnc(NC(=O)CCC(=O)N2CCN(c3ccccc3F)CC2)s1,-13%,-2%,2.0%,1.5%,-19%,11%,0.3%,.,-6%,
COc1ccc2c(c1)C(=O)[C@@H](O)[C@H](c1ccc(OC)c(Br)c1)O2,4%,-4%,0.4%,-1.3%,2%,-18%,-1.0%,i,1%,
CC(C)OCCCNC(=O)CCc1nc(-c2ccccc2)no1,9%,2%,1.1%,-0.8%,14%,-16%,0.2%,i,-7%,
O=C(CCc1n[nH]c(=O)[nH]c1=O)N/N=C/c1ccco1,11%,-6%,-0.4%,-1.5%,-12%,-26%,0.4%,i,47%,
COC(=O)COc1ccc(-c2nn(C)c(=O)c3ccccc23)cc1,4%,-4%,-1.6%,-0.1%,15%,0%,0.8%,i,0%,
Cc1nc2ccc(S(=O)(=O)NCC(=O)N3CCC(N4CCCCC4)CC3)cc2s1,-2%,-3%,-2.6%,8.9%,16%,-27%,-0.3%,i,-2%,
Cc1cc2nc(CCN(Cc3cccnc3)C(=S)Nc3ccccc3)[nH]c2cc1C,21%,-2%,-4.9%,-2.2%,10%,-17%,-0.6%,i,-24%,
COc1ccccc1NC(=O)/C(C#N)=C/c1c(C)nn(-c2ccc(F)cc2)c1Cl,6%,-6%,40%,1.3%,14%,-24%,0.3%,i,-6%,
CCOCCCNC(=O)c1ccc(CS(=O)(=O)Cc2ccccc2F)o1,-4%,-2%,2.1%,1.9%,-39%,-16%,0.6%,i,4%,
COc1ccc(C(=O)NC2CC2)cc1OC1CCN(Cc2cnn(C)c2)CC1,2%,0%,-0.2%,-1.0%,15%,-15%,-0.4%,.,-8%,
CCOc1ccccc1NC(=O)NNS(=O)(=O)c1ccc([N+](=O)[O-])cc1,0%,3%,-0.6%,-0.1%,-11%,-21%,0.1%,.,5%,
CCC(=O)N1CCc2cc(OC)c(OC)cc2C1COc1ccccc1OC (configuration not stated),5%,-4%,-4.5%,-0.5%,-6%,-18%,-0.7%,i,0%,
O=C(NC(=S)Nc1ccc(N2CCOCC2)c(Cl)c1)c1cncc(Br)c1,10%,-1%,-1.7%,-1.4%,-39%,-4%,0.0%,i,-9%,
Cc1cc(-c2ccc(Br)cc2)n[nH]1,-55%,-7%,-1.6%,0.4%,-4%,-61%,-0.3%,i,10%,
COc1cccc(C(=O)Nc2cccc(-c3nc4ncccc4o3)c2C)c1,4%,-8%,3.6%,0.1%,-6%,-21%,0.1%,i,-2%,
